Screening data from PubChem.
All columns: NCI-60 one-dose screen, growth in % after 48 h at 10 µM unless noted; 100 = growth as untreated, 0 = no growth, -100 = all killed.
OVCAR-3: OVCAR-3 ovarian cancer | 7% of 79,000 active
PC-3: PC-3 prostate cancer cells; AID 1794754; 3.9% of 80,000 active
DU-145: DU-145 prostate cancer | 4.2% of 81,000 active | AID 1794760
SF-295: SF-295 CNS cancer cells; 5.6% of 79,000 active; AID 1794758
OVCAR-4: OVCAR-4 ovarian cancer cells. 3.7% of 80,000 active. AID 1794784
U251: U251 CNS tumor cells. 5.4% of 80,000 active. AID 1794753
OVCAR-5: OVCAR-5 ovarian cancer | 2.9% of 82,000 active | AID 1794783
OVCAR-8: OVCAR-8 ovarian cancer; 4.4% of 81,000 active
SK-OV-3: SK-OV-3 ovarian cancer cells; 3.2% of 80,000 active; AID 1794785
Numbers without * were called inactive; nt = not tested or not shown; & = joins results of further samples. How the source made its calls: active means growth percent below 10; inactive means the rest. No enrichment for hits; overall some 11% were active at least once.

item	Compound	OVCAR-8	SK-OV-3	DU-145	OVCAR-3	PC-3
1	CCCC(=O)OCC1OC(n2cnc3c(=S)nc(N)[nH]c32)C(OC(=O)CCC)C1OC(=O)CCC (stereo not given)	6.2*	5.9*	27	6.5*	76
2	CC(C)Cc1ccc(C(C)C(=O)NCCc2c[nH]c3ccccc23)cc1 (stereo not given)	98	99	103	101	86
3	Cc1ncc(C(=O)Nc2ccc(CN3CCN(C)CC3)c(C(F)(F)F)c2)cc1C#Cc1cnc(N)c2cnccc12	15	-31*	14	31	42
4	CCCCCCCC/C=C\CCCCCCCC(=O)OCCCCCCCCCCCCCCCCC	104&106	109&107	116&101	107&101	94&93
5	Cc1c(C(=O)OCCCCOC(=O)c2c(C)n(C)c3scc[n+]23)[n+]2ccsc2n1C	96	103	107	95	92
6	CCOC(=O)c1c(-c2ccc(OC)cc2)c(C#N)c2c(C#N)c(N)nn2c1N	44	46	56	5.3*	40
7	O=C1/C(=C/c2cccs2)CCC/C1=C\c1cccs1	93	101	93	107	90
8	Cc1c(-c2ccc(-c3ccccc3F)cc2)nc2ccc(F)cc2c1C(=O)O	nt	65	43	56	33
9	CCCCc1oc2ccc([N+](=O)[O-])cc2c1C(=O)c1ccc(C#Cc2ccc(CCC)cc2)cc1	98	92	105	98	94
10	Cc1ccc(-c2nc(N3CCCNCC3)c3oc(-c4ccc(C)cc4)nc3n2)cc1	-59*	98	42	-68*	-90*

item	U251	OVCAR-4	OVCAR-5	SF-295
1	68	21	38	20
2	95	99	98	101
3	-21*	41	12	24
4	104&103	113&103	106&94	101&116
5	103	103	84	93
6	16	68	70	28
7	84	78	79	104
8	32	75	35	23
9	101	87	93	103
10	-92*	2.2*	79	108

More entries
item	Compound	OVCAR-8	SK-OV-3	DU-145	OVCAR-3	PC-3
11	C#CC(C)OCC1CNC(=S)O1 (stereo not given)	96	102	110	111	93
12	CC(=O)N[C@H](CS)C(=O)O	97	110	nt	nt	96
13	CCOC(=O)c1ccc(Oc2ccc(Nc3ncnc4onc(-c5ccccc5)c34)cc2)cc1	94	nt	98	107	95
14	Cc1c(-c2cnc(NN)s2)nnn1-c1ccc([N+](=O)[O-])cc1	82	81	96	90	77
15	COC(=O)c1ccc2c(c1)[n+](=O)c(C(C)=O)c(C(F)(F)F)n2[O-]	9.1*	-31*	1.3*	-93*	-58*
16	Fc1ccc(/C=C/[C@@H]2C[C@@H](F)CCO2)cc1	98	102	113	113	44
17	O=C1NC(=S)S/C1=C\c1cc(Br)ccc1O	103	91	105	103	104
18	O=[N+]([O-])c1ccc(Cn2c(-c3cscn3)nc3ccccc32)cc1	97	101	100	99	96
19	N#C/C(=C\c1ccc(-c2ccc(Cl)cc2Cl)o1)c1ccc(F)cc1	94	82	102	nt	88
20	CN(C)c1ccc(C(=O)OCCCCCCl)cc1	106	102	96	95	87

item	U251	OVCAR-4	OVCAR-5	SF-295
11	99	102	97	102
12	91	nt	105	95
13	94	78	100	94
14	92	85	88	85
15	-72*	-42*	-13*	-46*
16	111	119	90	95
17	100	115	92	111
18	104	109	99	103
19	99	80	92	100
20	100	95	76	99

2 compounds from above, limited to DU-145 and OVCAR-5.
cpd	Compound	DU-145	OVCAR-5
16	Fc1ccc(/C=C/[C@@H]2C[C@@H](F)CCO2)cc1	113	90
17	O=C1NC(=S)S/C1=C\c1cc(Br)ccc1O	105	92

More entries
item	Compound	OVCAR-8	SK-OV-3	DU-145	OVCAR-3	PC-3
21	CCOC(=O)c1sc2c(c1C)c(=O)nc1c(C(=O)OCC)n[nH]n12	109	122	103	116	114
22	Nn1c(=S)[nH]nc(/C=C/c2ccco2)c1=O	41	105	122	119	99
23	CCCCNC(=O)Oc1cccc2ccccc12	106	95	96	95	77
24	Oc1ccc(Cc2ccc(O)c3ncccc23)c2cccnc12	13	-17*	24	14	5.5*
25	C=CCn1c(SCCc2c[nH]c3ccccc23)nnc1-c1ccncc1	97	109	113	nt	91
26	Cc1ccc(C)c(CC(N)C(=O)O)c1 (stereo not given)	114	119	102	98	94
27	COc1ccc(NC(=O)c2nc(-c3cc(OC)c(OC)c(OC)c3)n(-c3ccc(OC)cc3)n2)cc1	98	94	101	93	83
28	COc1cc2c(c(OC)c1OC)C(=O)CC(c1cccc(C(=O)Nc3ccccc3)c1)O2 (stereo not given)	86	100	97	92	76
29	COc1ccc2nc(-c3ccc(OC)c(OC)c3)cc(-c3nnc(SCC(=O)Nc4ccc(C(C)=O)cc4)o3)c2c1	102	109	108	111	95
30	O=S(=O)(O)c1ccc2cccc3c2c1CC3	98	85	111	116	84

item	U251	OVCAR-4	OVCAR-5	SF-295
21	106	120	87	109
22	106	100	120	105
23	99	101	107	95
24	6.1*	14	22	-21*
25	98	104	93	94
26	102	104	92	92
27	100	88	98	81
28	95	95	90	97
29	98	106	109	100
30	94	105	94	97

(next part)
item	Compound	OVCAR-8	SK-OV-3	DU-145	OVCAR-3	PC-3
31	CCC(C#N)(CC)c1ccccc1	107	102	109	109	102
32	N#Cc1cc2[nH]c3ccc(OC(F)(F)F)cc3c2oc1=O	87	62	99	67	60
33	N#C/C(=C\c1cccs1)C(=O)Nc1ncc(Cc2ccc(Cl)cc2Cl)s1	97	103	104	103	95
34	CCOc1ccc(NC(=O)c2cc3ccccc3cc2O)cc1	100	93	101	98	90
35	O=C(C1=Cc2cccn2Cc2cnnn21)c1ccc(F)cc1	102	100	106	102	99
36	CCCCCCCCCCCCCCCCC1CC(=O)OC1=O (stereo not given)	101	106	121	119	99
37	CC(=O)Oc1ccc(-c2ccccc2)cc1	107	108	108	103	101
38	COc1cc(CNC(=O)/C=C/C=C/c2ccc3c(c2)OCO3)ccc1OCc1cn(-c2ccccc2[N+](=O)[O-])nn1	102	nt	105	103	99
39	CCCCCOS(=O)(=O)O	104	101	104	103	97
40	Nc1nc(-c2cccc([N+](=O)[O-])c2)c(N=Nc2ccc(Cl)cc2[N+](=O)[O-])s1	93	100	98	nt	58

item	U251	OVCAR-4	OVCAR-5	SF-295
31	109	113	104	113
32	73	74	118	80
33	95	84	102	97
34	101	92	103	113
35	101	96	107	99
36	96	108	102	99
37	95	105	91	104
38	102	89	94	104
39	101	111	110	103
40	91	84	105	97

Next structures
item	Compound	OVCAR-8	SK-OV-3	DU-145	OVCAR-3	PC-3
41	C#Cc1nc(C2=C(C)/C(=N/OCc3ccccc3)CC2)cs1	21	-22*	88	74	82
42	COc1cc(-c2nc(SCCC(C)C)nc(NC(C)(C)C)c2C#N)cc(OC)c1OC	103	116	101	111	86
43	CCCCNC(=O)NS(=O)(=O)c1ccc(N2N=C(c3ccc(OC)cc3)CCC2=O)cc1	111	100	109	103	101
44	COc1ccc(/C(C)=C(\c2ccc(Cl)cc2)c2ccc(OCCN3CCCCCC3)cc2)cc1	69	56	70	58	45
45	c1cc(NC2CCCCC2)ccc1CN1CCOCC1	90	100	114	119	95
46	CCN(CC)CCOc1ccc(C(=C(C)c2ccc(OC)cc2)c2ccc(OCCN(CC)CC)cc2)cc1	10.0*	96	38	-4.0*	17
47	COc1ccc(N(C(=O)c2cccc(OC)c2)C(C(=O)NC(C)(C)C)c2cc3c(C)cc(C)cc3nc2Cl)cc1 (stereo not given)	99	96	87	79	42
48	Oc1ccc(C#CCOc2ccccc2)cc1CNCCN(Cc1ccccn1)Cc1ccccn1	15	18	29	12	28
49	c1ccc2c(c1)CN1CCCC3=C(c4cncnc4)c4ccccc4C321 (stereo not given)	106	115	104	nt	101
50	Cc1nc2nc(SCC(=O)Nc3ccc(Cl)cc3)[nH]c(=O)c2nc1C	100	120	111	113	101

item	U251	OVCAR-4	OVCAR-5	SF-295
41	38	17	55	-84*
42	108	97	104	103
43	100	103	106	102
44	42	56	74	55
45	nt	99	106	112
46	-45*	-24*	19	-64*
47	95	89	88	76
48	7.4*	11	27	4.5*
49	100	96	96	97
50	102	111	102	100

Continued:
item	Compound	OVCAR-8	SK-OV-3	DU-145	OVCAR-3	PC-3
51	CCOC(=O)c1cc(C(=O)OCC)c(C#N)c(=O)[nH]1	103	91	107	105	102
52	CCCc1ccc(CC(C)C=O)cc1 (stereo not given)	105	90	110	110	93
53	COc1ccc(C(=O)c2c(N)c(C#N)cn2Cc2ccccc2OC)cc1	104	113	102	108	97
54	O=C1Nc2ccccc2/C1=N/n1c(N/N=C/c2nc(Br)cs2)n[nH]c1=S	103	110	97	104	89
55	O=C(O)c1occ(Cl)c1Cl	107	109	114	118	109
56	COc1nc2ccccc2cc1/C=C1/C=C(c2ccccc2)OC1=O	106	107	110	102	98
57	CC(C)NCCOC(=O)c1ccc(N)cc1	108	120	108	110	108
58	N#CC1c2ccccc2C=CN1S(=O)(=O)c1ccccc1 (stereo not given)	110	114	118	120	85
59	O=C(Nc1cc(Cl)ccc1Cl)P(=O)(O)c1ccccc1	101	115	108	109	94
60	COc1cccc(/C=C/[C@@H](O)[C@@H](O)[C@@H]2O[C@H]2C)c1CO	110	104	113	110	64

item	U251	OVCAR-4	OVCAR-5	SF-295
51	107	107	112	102
52	97	103	97	91
53	101	93	114	92
54	109	94	118	106
55	104	115	96	101
56	108	95	101	94
57	102	111	98	100
58	106	109	105	99
59	101	98	98	114
60	104	110	111	103

(list continues)
item	Compound	OVCAR-8	SK-OV-3	DU-145	OVCAR-3	PC-3
61	COc1ccc(-c2nn(-c3ccccc3)cc2/C=C/C(=O)NNC(=O)Nc2ccc(Cl)cc2)cc1	99	87	102	104	88
62	COc1cc(-c2nn(-c3cccc(NC(=O)c4cccc(C(F)(F)F)c4)c3)cc2-c2ccncc2)ccc1Cl	12	7.2*	2.2*	-26*	4.4*
63	CC(C)[C@@H](C)/C=C/[C@@H](C)[C@H]1CC[C@H]2C3=CC[C@H]4C[C@@H](O)CC[C@]4(C)[C@H]3CC[C@]12C	101	95	108	110	93
64	CCSc1nc(Cl)cc(Sc2nc(N)nc3nc[nH]c23)n1	115	111	99	102	96
65	COC1C(O)C(O)C(O)C(O)C1O (stereo not given)	116&108	80&99	101&118	95&117	100&89
66	Oc1ccc2ccccc2c1C(N=Cc1ccccc1)c1ccccc1 (stereo not given)	103	99	101	106	84
67	CCCNc1nc2ccccc2c2c(=O)c3cc(OC)ccc3sc12	96	106	101	112	101
68	c1ccc2nc3c(cc2c1)oc1ncccc13	103	103	110	109	108
69	NC(N)=NC1NCC(=O)S1 (stereo not given)	94	111	113	112	98
70	CCOC(=O)c1nn(C)c(=S)[nH]c1=O	102	102	110	nt	108

item	U251	OVCAR-4	OVCAR-5	SF-295
61	89	104	101	92
62	13	46	49	nt
63	94	109	99	101
64	112	85	115	94
65	102&104	103&100	113&103	98&102
66	107	101	97	126
67	95	81	88	108
68	99	103	102	100
69	95	100	96	107
70	99	104	102	97

Next section.
item	Compound	OVCAR-8	SK-OV-3	DU-145	OVCAR-3	PC-3
71	COc1cc(C2CC(c3ccccc3)=NN2Cn2nnc3ccccc32)cc(OC)c1OC (stereo not given)	92	100	112	110	110
72	O=C(/C=C/c1ccccc1Cl)c1ccc(Cl)cc1	99	100	112	102	98
73	N#Cc1c(-c2ccccc2)cc(-c2c[nH]c3ccccc23)nc1-c1c[nH]c2ccccc12	99	93	108	nt	92
74	O=C(O)c1cccc(-c2ccc(/C=N/NC(=O)c3[nH]c4ccc(Br)cc4c3-c3ccccc3)s2)c1	45	103	56	22	57
75	Cc1ccc(/C=C2\SC(=S)N(CC(=O)NCCN3CCOCC3)C2=O)cc1	103	90	112	116	nt
76	CCOC(=O)c1cc(C(=O)c2cc(OC)cc(OC)c2)n2ccc(-c3ccncc3)cc12	94	81	103	107	78
77	c1cn(C23CC4CC(CC(C4)C2)C3)cn1	97	99	116	117	93
78	O=[N+]([O-])c1cccc(-c2nnc3c(/C=C/c4ccccc4O)nc4ccccc4n23)c1	58	76	63	69	52
79	C/C=C/C(=O)NCC(=O)O	104	100	114	112	103
80	COc1cc(-c2cc(-c3ccc(N(C)C)cc3)c(C#N)c(N3CCOCC3)n2)cc(OC)c1OC	78	99	100	70	80

item	U251	OVCAR-4	OVCAR-5	SF-295
71	103	85	92	66
72	92	nt	99	99
73	94	104	103	96
74	27	42	112	16
75	100	107	107	102
76	95	102	123	103
77	106	109	90	95
78	77	68	81	62
79	104	120	104	99
80	76	97	101	57

(list continues)
item	Compound	OVCAR-8	SK-OV-3	DU-145	OVCAR-3	PC-3
81	Cc1cc(NCCCNc2ccnc3cc(Cl)ccc23)nc(N2CCN(C)CC2)n1	77	106	78	80	51
82	c1ccc(Nc2nnc(-c3ccc4c(c3)OCO4)o2)cc1	91	96	93	103	88
83	COc1ccc2nc(Cl)c(/C=C3/SC(=O)NC3=O)cc2c1	90	94	105	98	78
84	Cc1ccc2nc(NC(=O)CSc3nc(Nc4ccc(Cl)cc4)c(C#N)c(-c4ccccc4)n3)sc2c1	72	97	89	106	86
85	Cc1[nH]c(C2CC(c3ccccc3)=NN2c2ccc(Cl)cc2)c(C)c1C(=O)NCC(F)(F)F (stereo not given)	96	102	97	103	92
86	O=c1nc(SCc2cc(F)cc(C(F)(F)F)c2)nc(SCc2ccc3sccc3c2)[nH]1	96	101	103	98	61
87	Cc1cccc(C(N)=S)n1	90	97	112	104	91
88	c1ccc(NC2Sc3nc4ccccc4nc3N2C2CCCCC2)cc1 (stereo not given)	103	nt	95	104	102

item	U251	OVCAR-4	OVCAR-5	SF-295
81	70	60	87	61
82	96	100	96	nt
83	101	88	95	96
84	104	68	95	100
85	96	91	97	96
86	96	94	90	105
87	99	111	99	98
88	92	104	103	101

Given with one line to a screen: entries from further up.
87. Cc1cccc(C(N)=S)n1
84. Cc1ccc2nc(NC(=O)CSc3nc(Nc4ccc(Cl)cc4)c(C#N)c(-c4ccccc4)n3)sc2c1

assay / compound,87,84
OVCAR-8,90,72
SK-OV-3,97,97
DU-145,112,89
OVCAR-3,104,106
PC-3,91,86
U251,99,104
OVCAR-4,111,68
OVCAR-5,99,95
SF-295,98,100
